Compound activity deposited in PubChem BioAssay by several laboratories.
P. falciparum M1AAP: P. falciparum M1AAP inhibitors, biochemical, fluorogenic H-Leu-NHMec substrate, 1536-well (AID 1445). 0.42% of 220,000 active. recombinant M1AAP, H-Leu-NHMec fluorogenic kinetic assay; higher % means a stronger effect. inhibition, % at 30 µM, or IC50 in µM where a hit was titrated;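 active = primary inhibition above the hit cutoff, then over 50% inhibition at one or more dose response concentrations, cut at about 23% in these data, passing the limit was not always enough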;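 also: plate controls were DMSO full reaction for no effect and no enzyme background for full effect; strong numbers were not always called active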
Dynein transport: blocks dynein driven cargo transport along microtubules | z-score, hits read low | 3617.4 mouse cells, GR-EGFP nuclear translocation imaging; test concentration mostly 20 µM; stimulated with dexamethasone, 1 µM; active compounds read low | 0.47% of 220,000 active | AID 1381;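 active = plate z-score of nuclear minus cytoplasmic receptor signal below a set negative limit, without overly bright fluorescence or cell loss, cut at about -3.5 in these data, passing the limit was not always enough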;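 also: z-score of nuclear minus cytoplasmic ring GR-EGFP intensity difference per well; some compounds called inactive have numbers as strong as hits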
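Buffer or medium: tet-free, stripped-serum medium; Also added: dexamethasone, 1.0 µM final; Technique: high-content fluorescence imaging after fixation; Times: 48 h induction, 1 h compound, 30 min dex at 37 °C; Read-out: per-cell GR-EGFP intensity, nucleus versus surrounding cytoplasmic ring, well-averaged.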
MT stabilizer: microtubule stabilizers in HeLa cells; % tubulin-high responders, % at 10 µM; HeLa tubulin immunostaining HCS, 24 h; share of cells brighter than vehicle mean+2SD; 0.83% of 200,000 active;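 active = plate Z-score above 3 for both tubulin-high and condensed-nucleus cell shares, with cell loss under 80%, at 10 µM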;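 also: anti alpha tubulin signal scored within the nucleus-defined area of each cell; some results filed as inactive read as strong as hits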
M17LAP inhibition: P. falciparum M17LAP inhibitors, primary screen, biochemical, fluorogenic H-Leu-NHMec substrate, 1536-well (AID 1619); recombinant M17LAP, H-Leu-NHMec fluorogenic kinetic assay; higher % means a stronger effect; inhibition, % at 30 µM, or IC50 in µM where a hit was titrated; 0.38% of 220,000 active;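 active = compound inhibiting the enzyme by more than half at any dose during confirmatory dose-response retesting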;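 also: plate controls were full reaction with DMSO carrier for no effect and no enzyme background for full effect; strong numbers were not always called active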
ER stress rescue: rescue of cells from ER stress-induced death, primary screen, 384-well, CSM14.1, thapsigargin, ATP luminescence (AID 1222). CSM14.1 thapsigargin-induced death rescue, ATP luminescence; higher % means a stronger effect. one-dose cellular ATP content (survival), % at 20 µM; EC50 in µM for titrated hits. 190,000 tested, under 10 active;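 active = EC50 below 50 µM in the dose-response confirmation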;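 also: death triggered by thapsigargin at about 15 µM added after 2 h compound pretreatment; cell ATP read after overnight thapsigargin exposure of roughly 18 to 22 hours; normalized against plate controls of thapsigargin alone and 5% DMSO vehicle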
Autophagy HCS: autophagy modulation, high-content screen. MEF GFP-LC3 puncta imaging; test concentration mostly 10 µM. calls only at 10 µM (by protocol). 0.98% of 190,000 active;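 active = percentage of spot-positive cells more than 3 SD above its plate mean, without a fluorescence outlier flag or 80% toxicity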;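 also: spot-positive cell cutoff set from DMSO-treated cells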
Ins promoter up: MIN6 insulin promoter up-regulation; MIN6 insulin promoter-GFP reporter, high-content imaging; active compounds read high; z-score at 5 µM; 0.3% of 190,000 active;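 active = z-score above 3 at 5 µM with at least 500 cells counted in the well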
UTI89 phage lysis: inhibition of K1F phage lysis, E. coli UTI89, bacterial capsule biogenesis inhibitors, alamar blue (AID 488966). inhibition, % at 100 µM; hits with a dose series show IC50 in µM. 0.02% of 340,000 active. E. coli UTI89 K1F phage lysis, alamar blue, 2 h; higher % means a stronger effect;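 active = phage lysis inhibition, versus mean bacterial control, above a set limit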;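 also: capsule biogenesis inhibitors block K1F phage lysis so surviving cells raise fluorescence; higher fluorescence means more inhibition of phage lysis; actives were called in the ten point dose series up to 300 µM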
bCat nuc transl: alters nuclear translocation of beta-catenin in HeLa cells; immunofluorescence imaging; nuclear translocation activity, % at 5 µM; 0.3% of 190,000 active; AID 1665;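 active = nuclear translocation activity above 50% at 5 µM, with a well cell count of 50 or more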;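 also: per-cell ratio of nuclear to cytoplasmic median beta-catenin stain intensity; plate controls were DMSO negative control for no effect and GSK-3 inhibitor IX positive control for full effect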
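System: HeLa cells, endogenous beta-catenin; compound dosing: 5 µM primary single dose, 0.1% DMSO, 0.02–20 µM confirmation series; incubation: 24 h compound exposure at 37°C, 5% CO2; signal: beta-catenin immunofluorescence imaging with DAPI; evaluation: % activation, nuclear-to-cytoplasmic median beta-catenin signal ratio per cell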
Dynein transport cytoplasmic EGFP: further read-out of Dynein transport, marked with its call; z-score; measured here: cytoplasmic GR-EGFP intensity; active compounds read high
Dynein transport nuclear GR-EGFP: further read-out of Dynein transport, marked with its call; z-score; measured here: nuclear GR-EGFP intensity;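 lower value marks the stronger effect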
Dynein transport cell count: recorded beside Dynein transport, whose call it bears; z-score; measured here: cell count per field
Ins promoter up cell count: also measured in Ins promoter up; calls as there; cell count; measured here: cytotoxicity, nuclei count;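 total cells summed across four imaged fields per well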
bCat nuc transl cell count 5 µM: further read-out of bCat nuc transl, marked with its call; cell count; measured here: cell count, cytotoxicity flag
MT stabilizer Hoechst-high %: further read-out of MT stabilizer, marked with its call; % Hoechst-high responders; measured here: nuclear condensation Hoechst responders;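 share of cells brighter than vehicle mean plus two SD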
MT stabilizer cytotoxicity %: recorded beside MT stabilizer, whose call it bears; toxicity, %; measured here: cytotoxicity by cell density;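 0% = mean cell density of plate MIN control wells and 100% = no cells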
Autophagy HCS cell loss 18 h: second read-out of Autophagy HCS, no call of its own (marks repeat the call); toxicity, %; measured here: cell loss, nuclei count;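 cell loss after 18 h compound exposure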
* marks the source's active call; other numbers are inactive results; i = inactive; . = no result given; [ ] = another dose, or the depositor's remark.

SMILES	P. falciparum M1AAP	Dynein transport	Dynein transport cytoplasmic EGFP	Dynein transport nuclear GR-EGFP	Dynein transport cell count	MT stabilizer	MT stabilizer Hoechst-high %	MT stabilizer cytotoxicity %	M17LAP inhibition	ER stress rescue	Autophagy HCS	Autophagy HCS cell loss 18 h	Ins promoter up	Ins promoter up cell count	UTI89 phage lysis	bCat nuc transl	bCat nuc transl cell count 5 µM
CC(Oc1ccc(Cl)cc1Cl)C(=O)Nc1ccncc1 (stereo unspecified)	1%	-0.73	-0.18	-0.063	0.53	56*	16*	66*	-3%	-0.3%	i	11	-0.86	1164	6.9%	52*	726*
O=C(NNC(=O)C1CCN(S(=O)(=O)c2ccc(Cl)cc2)CC1)c1ccccc1	8%	0.12	-0.24	0.32	-0.25	4.7	2.1	8.7	-5%	-2.9%	i	-16	0.43	1604	-0.2%	0.6	1060
Clc1ccc(-c2csc(-c3cccnc3)n2)s1	3%	-0.84	-0.24	0.21	0.34	.	.	.	0%	.	.	.	-0.82	1132	0.3%	0.1	1315
O=C(CN1C(=O)c2ccccc2S1(=O)=O)c1ccc(F)cc1	8%	1.2	-0.14	1.1	-1.7	.	.	.	0%	.	.	.	-0.33	1163	-0.1%	-0.7	1313
CC1CCN(c2ccccc2NC(=S)NC(=O)c2ccco2)CC1	.	-0.34	-0.15	-0.024	-0.12	1.9	1.4	8.1	.	.	i	2	.	.	0.0%	.	.
Cc1cccc(C)c1NC(=O)CCCCCNS(=O)(=O)c1ccccc1	5%	0.19	-0.33	-0.042	-0.9	1.9	2.8	4.1	1%	-0.2%	i	6	0.33	1673	-0.8%	-4.1	985
Cc1cccc2cc(/C=N/NC(=O)c3ccccc3O)c(Cl)nc12	2%	0.074	-0.28	0.18	0.29	3.3	2.9	2.2	6%	-3.5%	i	25	.	.	-3.9%	-1.7	1051
COc1ccc(Nc2c3c(nc4ccccc24)CCCC3)cc1OC	8%	-0.6	-0.26	-0.2	0.64	2.2	1.4	2.0	7%	-0.2%	i	25	.	.	0.3%	0.0	584
COc1ccc(CCNCc2ccc(OCC(=O)N3CCCCC3)c(OC)c2)cc1OC	5%	-1.2	-0.35	-0.55	1.4	2.5	1.8	3.8	-10%	-2.2%	i	-13	-0.16	1602	0.1%	-1.6	1003
O=C(Nc1c(C(=O)N2CCCCC2)cnn1-c1ccccc1)c1ccco1	0%	0.05	-0.19	-0.044	-0.26	3.2	2.0	5.3	-7%	-0.7%	i	6	0.08	1529	2.3%	-0.3	1330
CCN(CC)CCNC(=O)c1cc([N+](=O)[O-])c(N(C)C)cc1OC	-2%	0.37	-0.76	-0.13	0.084	.	.	.	5%	.	.	.	0.14	938	-0.4%[50 µM]	-1.4	1380
C=CCOC(=O)C1=C(C)OC(N)=C(C#N)C1c1c(C)nn(-c2ccccc2)c1Cl (stereo unspecified)	5%	-0.89	-0.14	-0.2	-0.11	4.1	2.6	11	6%	-0.7%	i	-4	1.2	1130	-0.2%	-1.4	1198
c1ccc(CSc2ncnc3c2cnn3-c2ccccc2)cc1	0%	0.58	-0.28	0.12	-0.15	2.8	2.4	2.7	7%	0.4%	i	7	-0.7	1367	4.0%	0.3	924
CCOc1cc(/C=N/Nc2ncnc(Cl)c2N)ccc1O	11%	1.4	-0.13	0.85	0.098	1.9	2.5	0.7	40%	-1.5%	i	-22	-0.2	1107	1.1%	1.0	969
COc1cc(/C=N/NC(=O)c2ccc(Cn3cc([N+](=O)[O-])cn3)o2)cc(Br)c1O	14%	0.4	-0.3	0.23	0.6	2.5	1.8	8.0	17%	-0.5%	i	4	-1.1	1392	0.3%	-1.9	982
CC1=C(n2nnc([N+](=O)[O-])n2)C(c2cccnc2)C(C#N)=C(N)O1 (stereo unspecified)	0%	-0.21	-0.19	-0.00056	-0.63	3.4	1.7	3.3	3%	-0.3%	i	6	-0.68	1041	-5.5%	1.5	563
CCCCCCn1c(=O)[nH]c2c(c1=O)CCC2	6%	1.2	-0.21	0.46	-0.73	.	.	.	2%	.	.	.	-0.33	1085	-0.1%	0.8	1393
COc1ccc(/C=C(/NC(=O)c2cccc([N+](=O)[O-])c2)C(=O)O)cc1	10%	-0.9	-0.3	-0.64	0.94	4.5	2.9	7.3	13%	-0.3%	i	0	0.32	1302	0.1%	-1.6	1056
CC1(C)Cc2ccccc2-c2nnc(-c3ccco3)n21	-1%	-0.052	0.21	0.36	-0.52	1.3	1.1	6.0	5%	-1.1%	i	22	1.5	685	-0.6%	-0.1	1019
COc1cc(C=C(C(C)=O)C(C)=O)ccc1O	19%	0.76	-0.27	0.42	0.026	3.4	1.6	6.6	35%	-4.2%	i	-8	.	.	-0.8%	-3.2	1193
COc1ccc(-n2nc(C(=O)NCC(=O)NCc3ccco3)c3ccccc3c2=O)cc1Cl	-4%	-0.81	-0.25	-0.21	-0.18	5.1	3.1	5.4	6%	0.0%	i	5	0.32	1597	0.4%	-0.8	1447
O=C1NCCN1C(=O)c1cccc(Cl)c1	1%	-1.1	-0.12	-0.21	0.89	2.8	2.6	6.1	9%	-0.9%	i	-22	0.31	1372	1.0%	-2.8	997
O=C(Cc1ncon1)Nc1ccc(F)c(F)c1F	-1%	0.73	-0.25	0.33	0.32	.	.	.	-5%	.	.	.	-0.35	1321	0.9%	-0.7	1070
Cc1ccc(CCNC(=O)C2CCCN2S(=O)(=O)c2ccc3c(c2)CCC(=O)N3)cc1 (stereo unspecified)	5%	-0.36	-0.12	-0.094	-0.63	7.6	1.6	6.1	-1%	.	.	.	.	.	4.6%	0.0	1037
CCOc1cc(Br)c(Br)c(C=Nc2ccc(NC(C)=O)cc2)c1O	2%	0.28	-0.13	0.49	-0.69	2.9	2.8	11	8%	1.5%	i	-3	0.21	1502	2.8%[50 µM]	2.1	1036
CCn1c(SC/C=C/c2ccccc2)nnc1-c1cnccn1	3%	0.24	-0.34	0.15	0.018	5.7	4.4	3.4	-3%	-2.3%	i	-2	-0.4	1157	0.3%	-10	1253
O=C1COc2ccc(C(=O)COC(=O)CCSc3ccc(Cl)cc3)cc2N1	5%	-0.12	-0.099	0.49	0.58	3.4	2.8	7.6	4%	-0.8%	i	7	0.29	1565	0.8%	-3.2	1062
CCC(Sc1ncccc1C(=O)OCCN1CCCC1=O)C(=O)NCc1ccco1 (stereo unspecified)	1%	-0.18	-0.13	-0.34	0.22	3.1	2.2	8.2	-4%	-1.1%	i	13	-0.73	1306	2.8%	-6.4	986
O=C(Nc1ccccn1)c1ccc(Cl)c([N+](=O)[O-])c1	-1%	-0.33	-0.3	-0.31	1.2	3.5	1.9	5.7	1%	-1.7%	i	0	1.3	1474	.	-0.5	999
O=C1N2CCSC2=NC1(Nc1ccccn1)C(F)(F)F (stereo unspecified)	0%	0.62	-0.038	1.1	-0.48	5.4	4.3	9.0	-3%	-0.5%	i	8	0.9	1483	0.9%	-1.2	1418
CCCOc1ccc(N2CC(C(=O)Nc3ccccn3)CC2=O)cc1 (stereo unspecified)	6%	-1	-0.14	-0.61	1.6	0.9	0.8	4.2	-2%	-2.4%	i	2	.	.	3.5%	.	.
O=C(c1ccc(Br)cc1)c1cc([N+](=O)[O-])ccc1N1CCCCC1	3%	1	-0.19	0.12	-0.57	17*	18*	58*	2%	-0.8%	i	57	-2.3	755	-0.1%	63*	717*
CC(C)c1ccc(NC(=S)Nc2ccc3cn[nH]c3c2)cc1	-1%	0.76	-0.3	0.64	-0.17	2.6	3.4	8.9	0%	-0.8%	i	6	0.46	1169	0.0%	1.5	1021
COc1cc(CNCCc2ccc(S(N)(=O)=O)cc2)ccc1OCC(=O)NC1CCCCC1	3%	0.4	-0.21	-0.19	0.31	3.5	2.6	6.6	-4%	-2.0%	i	-20	0.04	1083	1.3%	-1.7	1378
Cc1sc2ncnc(SCc3ccco3)c2c1C	11%	-0.19	-0.16	-0.0078	-0.46	2.7	2.4	4.6	29%	1.1%	i	-5	1	1296	0.6%	-7.9	997
Cn1c(CO)cnc1SCc1c(Cl)cccc1Cl	-7%	-0.28	-0.14	0.55	0.24	1.4	2.0	5.4	2%	-1.1%	i	-29	0.81	1426	0.0%	-0.8	1434
COc1cc(C)ccc1OCCCOc1ccccc1Br	11%	2.3	-0.043	2	-2	3.2	1.2	8.9	-2%	-3.6%	i	-14	0.44	1593	0.2%	-0.6	1362
O=C(CN1CCN(Cc2ccccc2)CC1)c1ccccc1	-1%	-0.18	-0.061	0.13	1.2	1.2	0.8	3.0	6%	-3.6%	i	32	0.58	924	1.9%	-2.8	1100
CCn1ccnc1CN(C)Cc1nc(-c2ccc(C(=O)OC)cc2)no1	1%	-0.64	-0.12	-0.35	0.81	.	.	.	3%	.	.	.	0.84	993	0.3%	0.1	1332

Record cards, as listed above. Order of values: P. falciparum M1AAP, Dynein transport, Dynein transport cytoplasmic EGFP, Dynein transport nuclear GR-EGFP, Dynein transport cell count, MT stabilizer, MT stabilizer Hoechst-high %, MT stabilizer cytotoxicity %, M17LAP inhibition, ER stress rescue, Autophagy HCS, Autophagy HCS cell loss 18 h, Ins promoter up, Ins promoter up cell count, UTI89 phage lysis, bCat nuc transl, bCat nuc transl cell count 5 µM
Results for CCn1ccnc1CN(C)Cc1nc(-c2ccc(C(=O)OC)cc2)no1 → 1%, -0.64, -0.12, -0.35, 0.81, ., ., ., 3%, ., ., ., 0.84, 993, 0.3%, 0.1, 1332
Results for O=C(Cc1ncon1)Nc1ccc(F)c(F)c1F → -1%, 0.73, -0.25, 0.33, 0.32, ., ., ., -5%, ., ., ., -0.35, 1321, 0.9%, -0.7, 1070
